# GLS inh: glutaminase GLS (human) inhibition | AID 624170 | 410,000 compounds, 0.21% hits | Potency, µM (series often up to 45.5 µM), for the others: at the highest dose activity change, negative = inhibition, usual class: inhibitors | GLS enzymatic activity, qHTS titration | O94925; further: potency means the concentration at half of the fitted maximal effect; on the % scale 0 is the no-effect control and ±100 the full control effect
#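 hKGA in 45 mM KH2PO4 pH 8.2, 0.02% Tween-20 with pin-transferred compounds; 1 mM L-glutamine (stock) plus glutamate oxidase/HRP/Amplex Red coupling added. Fluorescence read initially and after 30 min at RT.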
# BAZ2B inh: blocks human BAZ2B. Potency, µM (highest dose often 114 µM), without a hit: at the top dose activity change, negative = inhibition, hits mostly inhibitors. AID 504333. 360,000 compounds, 4.4% hits. AlphaScreen BAZ2B-H3K14Ac peptide displacement; further: potency means the concentration at half of the fitted maximal effect; on the % scale 0 is the no-effect control and ±100 the full control effect; nearly all actives have a fitted effect of over 60% in size
#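 BAZ2B 50 nM plus b-H3(5-23)K14Ac 50 nM, PBS pH 7.4/0.01% Tween-20, 30 min RT; compound added (max 110 uM), 30 min RT; streptavidin donor/Ni-chelate acceptor beads 10 ug/mL final, 20 min dark; AlphaScreen read.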
# ERG-DNA inh: ERG Ets/DNA interaction inhibition; P11308; fluorescence polarization, His-ERG Ets domain / labelled DNA; Potency, µM (series often up to 76.9 µM), for inactives: at the top dose FP activity, negative = inhibition, hits mostly inhibitors; 370,000 compounds, 0.028% hits; active means well fitted inhibition curve with a large enough effect in the polarisation, with a control signal flat; inconclusive means small, poorly fitted or top-dose-only effect, or effect the other way, or a change in a side signal; inactive means no such curve, though single readings can be large or run the other way; the % refers to the polarisation;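 further: polarization taken with two DNA probes labelled with fluorescein and Texas red; potency means the concentration at half of the fitted maximal effect; % of control where 0% means no effect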
#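 His-tagged ERG Ets domain (1 uM in the protein solution; 300mM KCl, 50mM Tris-HCl, 1mM EDTA, 1mM DTT, pH 7.5) received compound, then a probe mix of 5 nM fluorescein-DNA and 100nM Texas-615-DNA. Fluorescence polarization was read for both dyes.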
# PI4K2A inh: blocks human PI4K2A kinase activity | Q9BTU6 | purified PI4K2A, ADP-Glo luminescence, 1 h; stronger effect = lower value | activity change, negative = inhibition, % at 76.9 µM | 420,000 compounds, 0.13% hits | AID 1346378; in the data active means activity change below about -50%; inconclusive means mostly about -30% to -49%;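 further: -100% = wells without enzyme as full effect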
# Target sequence (Q9BTU6 whole entry, looked up): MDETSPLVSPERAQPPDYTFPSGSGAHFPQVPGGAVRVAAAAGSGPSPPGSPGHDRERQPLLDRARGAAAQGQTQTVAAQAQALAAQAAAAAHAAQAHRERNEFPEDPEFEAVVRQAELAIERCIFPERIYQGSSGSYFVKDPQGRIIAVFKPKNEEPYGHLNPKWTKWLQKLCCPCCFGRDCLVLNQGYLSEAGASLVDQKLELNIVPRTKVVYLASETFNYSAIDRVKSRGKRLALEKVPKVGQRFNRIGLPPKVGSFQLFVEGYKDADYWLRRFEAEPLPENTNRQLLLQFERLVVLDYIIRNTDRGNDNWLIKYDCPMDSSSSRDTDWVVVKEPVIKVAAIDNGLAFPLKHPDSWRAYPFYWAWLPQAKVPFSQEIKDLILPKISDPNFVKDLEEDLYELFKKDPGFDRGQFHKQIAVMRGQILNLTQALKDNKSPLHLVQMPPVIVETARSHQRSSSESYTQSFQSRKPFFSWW
#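 Compounds are screened against recombinant PI4K2A using PI as substrate and ATP, the latter dispensed at 300 microM. Reactions run one hour at ambient temperature before ADP-Glo detection; full inhibition defined by wells lacking enzyme.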
# G9a inh: G9a (human) methyltransferase inhibition; Q96KQ7; G9a H3K9 monomethylation, AlphaScreen, 2 h; Potency, µM (top dose mostly 102 µM), for the others: at the highest dose activity, negative = inhibition, usual class: inhibitors; 350,000 compounds, 8.8% hits; further: potency means the concentration at half of the fitted maximal effect; on the % scale 0 is the no-effect control and ±100 the full control effect; nearly all actives have a fitted effect of over 75% in size
# Target sequence (Q96KQ7 913-1193 limits assumed): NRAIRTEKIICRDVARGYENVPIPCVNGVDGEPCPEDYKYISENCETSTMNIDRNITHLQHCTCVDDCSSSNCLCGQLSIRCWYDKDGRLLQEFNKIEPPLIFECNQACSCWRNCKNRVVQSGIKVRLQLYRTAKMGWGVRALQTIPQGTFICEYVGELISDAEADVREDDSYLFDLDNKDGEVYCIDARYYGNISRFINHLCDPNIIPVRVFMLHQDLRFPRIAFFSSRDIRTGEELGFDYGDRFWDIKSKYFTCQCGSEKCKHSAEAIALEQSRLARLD
#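 Enzyme 20 nM + cpd, 15 min RT; add b-H3K9 pep 500 nM / SAM 20 uM; 2 h RT; anti-H3K9me1 Ab 0.5 ug/mL + SA donor / anti-rabbit acceptor beads 20 ug/mL each, 10 min; AlphaScreen read.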
# RGS4 inh: blocks human RGS4-accelerated GTP hydrolysis. P49798. Transcreener GDP fluorescence polarization, RGS4-accelerated GTP hydrolysis. Potency, µM (series often up to 114 µM), without a hit: top-dose activity change, negative = inhibition, most hits filed as inhibitors. 390,000 compounds, 0.039% hits; further: potency means the concentration at half of the fitted maximal effect; on the % scale 0 is the no-effect control and ±100 the full control effect; nearly all actives have a fitted effect of over 75% in size; some results filed as inactive show a strong effect at the top dose
# Target sequence (P49798 whole entry, looked up): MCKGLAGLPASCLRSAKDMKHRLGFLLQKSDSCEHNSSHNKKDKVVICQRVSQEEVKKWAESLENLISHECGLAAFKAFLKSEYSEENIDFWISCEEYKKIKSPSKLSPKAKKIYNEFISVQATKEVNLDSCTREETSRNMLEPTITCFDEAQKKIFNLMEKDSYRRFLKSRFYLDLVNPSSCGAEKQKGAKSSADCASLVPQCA
#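 MLSMR compounds (23 nl, pin-transferred) preincubated 10 min at room temperature with a 500nM (2x) first reagent, then RGS4 at 900nM (2x) plus Transcreener GDP mix added; fluorescence polarization (620/688 nm) read before and after 90 min at 30 °C.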
# 12-LOX inh: inhibitors of human 12S-lipoxygenase ALOX12; P18054; purified 12hLO, xylenol orange hydroperoxide absorbance; Potency, µM (titrated, usually from 108 µM), without a hit: top-dose activity change, negative = inhibition, usual class: inhibitors; 580,000 compounds, 1.1% hits; AID 1671190; further: potency means the concentration at half of the fitted maximal effect; on the % scale 0 is the no-effect control and ±100 the full control effect
#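 Purified human 12hLO at 150 nM in 25 mM Hepes, 0.01% Triton X-100, pH 7.0, preincubated 15 min at room temperature with compound. Reaction started with 40 uM arachidonic acid, 30 min at room temperature. Hydroperoxide measured by Fe-xylenol orange, 573/405 nm absorbance ratio.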
# JMJD2A Tudor inh: inhibitors of human JMJD2A Tudor domain; O75164; AlphaScreen JMJD2A-Tudor / H3K4me3 peptide binding; Potency, µM (highest dose often 114 µM), for the others: at the highest dose activity change, negative = inhibition, actives largely listed as inhibitors; 390,000 compounds, 4.4% hits; further: potency means the concentration at half of the fitted maximal effect; on the % scale 0 is the no-effect control and ±100 the full control effect; nearly all actives have a fitted effect of over 50% in size
# HP1b binding inh: HP1-beta chromodomain-methylated histone interaction inhibition | AlphaScreen HP1-beta / biotin-H3K9me3 peptide binding | Potency, µM (highest dose often 114 µM), without a hit: at the top dose activity change, negative = inhibition, usual class: inhibitors | 390,000 compounds, 0.56% hits; further: potency means the concentration at half of the fitted maximal effect; nearly all actives have a fitted effect of over 70% in size; inactives centre near 23
#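 AlphaScreen: HP1-beta (50 nM) preformed 30 min with biotin-H3(1-18)K9me3 peptide (50 nM) in PBS pH 7.4, 0.01% Tween-20. Compound added for 30 min at RT, then streptavidin donor/nickel chelate acceptor beads (10 ug/mL) for 30 min.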
# Active calls of the source: *; ? = inconclusive; / = no result given; [ ] = remark or other dose. Unless noted, the call rests on the fitted dose curve; in most records, active means well fitted curve in the direction sought with a large enough effect; inconclusive means small, poorly fitted or top-dose-only effect, or another doubt; inactive means no such curve, though single readings can be large; an effect the other way counts as inactive or inconclusive. Only part of the results is shown; the hit share may differ from the screen's.
SMILES,GLS inh,BAZ2B inh,ERG-DNA inh,PI4K2A inh,G9a inh,RGS4 inh,12-LOX inh,JMJD2A Tudor inh,HP1b binding inh
CC1CCCCN1C(=O)Cn1ncc2c3ccccc3n(Cc3ccccc3F)c2c1=O (stereo not drawn),5%,-21%,8%,1,0%[59 µM],-7%,-28%,-14%,24%
O=C(NCCCN1CCCC1=O)C(=O)NCC1OCCCN1S(=O)(=O)c1cc(F)ccc1F (stereo not drawn),8%,-15%,1%,-3,-19%,-36%,0%,-16%,8%
Cc1ccc(CNC(=O)c2cc3c(-c4ccc(Cl)cc4)nn(C)c3s2)o1,1%,0%,-2%,2,50µM*,?,?,-12%,31%[activator]
Cc1ccc(-c2nnc(SCC(=O)Nc3nccs3)n2N)cc1,0%,-1%,5%,-1,-26%[59 µM],-9%,1%,-3%,43%[activator]
O=C(c1cc(COc2c(F)cccc2F)on1)N1CCN(C2CCCCC2)CC1,8%,-18%,7%,1,3%,-11%[56.9 µM],1%,-29%,0%
CCc1ccc(OCC(=O)NNC(=O)c2cc(S(=O)(=O)N(C)C)ccc2N2CCCC2)cc1,7%,6%,5%,-6,-1%,16%,-19%,-25%,3%
CN(C)CCCOC(=O)c1ccccc1,0%,33%[activator],/,2,-5%[12.7 µM],-10%,24%,-13%,27%
CCCc1cc(C(=O)Nc2cnn(Cc3ccc(F)cc3)c2)no1,-1%,-12%,0%,5,-25%,-3%,2%,1%,37%
O=C(NCc1cccc(Br)c1)C1CC2Cn3c(nc4ccccc43)C2N1c1ccccc1 (stereo not drawn),-7%,/,1%,-5,/,2%,1%,-30%,31%
CCOc1ccccc1NC(=O)C1CCN(S(=O)(=O)c2cc(Br)cc3c2N(C(C)=O)CC3)CC1,2%,-15%,0%,-5,-5%[59 µM],13%,-11%,-14%,25%
Cc1cc(C)n(CCN(C)C(=O)C2CCC(=O)N(CCN3CCOCC3)C2)n1 (stereo not drawn),0%,-2%,2%,0,9%,-4%,-1%,-11%,9%
O=C(NCCc1ccccc1)C1CCCN(c2ncnc3c2nc2n3CCCCC2)C1 (stereo not drawn),-2%,-21%,17%,-3,11%,-11%,2%,-8%,61%[activator]
CCc1ccc(CCC(=O)Nc2nnc(C)s2)o1,1%,-11%,-2%,8,-25%[12.7 µM],1%,-18%,-18%,20%
CCOC(=O)c1cc(NC(=O)N(CC)CC)c(C)nc1C,4%,9%,-1%,-3,-2%,-5%,-29%,-7%,16%
COCCCNC(=S)NNC(=O)c1ccccn1,-22%,3.5µM*,-4%,-12,20%,-10%,0%,20µM*,21%
FC(F)(F)c1ccc(N2CCN(Cc3ccc4c(c3)OCO4)CC2)nc1,8%,-1%,5%,-10,-4%[59 µM],11%,-2%,1%,64%[activator]
CCC(=O)N1CCN(c2ccc(Cl)cc2NC(=S)NC(=O)c2ccco2)CC1,13%,/,-10%,2,/,-8%,390%[activator],-8%,15%
CCOC(=O)CSc1nnc(-c2ccccc2)o1,-3%,5%,-2%,-2,-10%[59 µM],23%,0%,-6%,56%
Cc1nnc(SCc2nnc(-c3ccc(Cl)cc3)o2)n1-c1ccccc1,13%,8%,0%,1,10%,32%,123%[activator],-6%,32%
COc1ccc(OC)c(C2=Nn3c(nnc3-c3ccco3)SC2)c1,19%,15%,-1%,-4,?,-9%,-9%,-22%,5%
CC(C)(C)NC(=S)NNC(=O)c1ccncc1,16%,-4%,-18%,1,?,-7%,4%,-13%,20%
O=C(NCC1CCCO1)C(c1cccs1)N(Cc1ccccc1)C(=O)c1ccc(-c2ccccc2)[nH]1 (stereo not drawn),4%,?,0%,-3,?,9%,-19%,?,?
CCc1cccc(C)c1NC(=O)CSc1nc2ccccc2nc1Cc1ccccc1,7%,5%,4%,-7,1%[59 µM],6%,-1%,-4%,21%[57 µM]
COc1ccc(C(=O)Nc2cc3c(cc2N2CCCC2)n(C)c(=O)c(=O)n3C)cc1OC,0%,-36%,-9%,-2,?,4%,4%,-25%,18%
O=C(NNC(=O)c1ccccc1OCc1ccccc1)c1ccccc1F,6%,-10%,-6%,-1,-15%[12.7 µM],2%,2%,-1%,37%[activator]

# Pulled by compound from the entries so far (2):
SMILES,GLS inh,BAZ2B inh,ERG-DNA inh,PI4K2A inh,G9a inh,RGS4 inh,12-LOX inh,JMJD2A Tudor inh,HP1b binding inh
CCCc1cc(C(=O)Nc2cnn(Cc3ccc(F)cc3)c2)no1,-1%,-12%,0%,5,-25%,-3%,2%,1%,37%
O=C(c1cc(COc2c(F)cccc2F)on1)N1CCN(C2CCCCC2)CC1,8%,-18%,7%,1,3%,-11%[56.9 µM],1%,-29%,0%

# New compounds follow:
SMILES,GLS inh,BAZ2B inh,ERG-DNA inh,PI4K2A inh,G9a inh,RGS4 inh,12-LOX inh,JMJD2A Tudor inh,HP1b binding inh
CCCCn1nnnc1SCC(=O)NCc1ccco1,0%,-16%,-4%,-2,-27%[59 µM],-3%,0%[57.4 µM],-20%,27%
COc1ccc(/C=C2\SC(=S)N(CCCC(=O)Nc3cc(C)on3)C2=O)cc1OC,-4%,-2%,20%,2,7%,-17%,-26%,-19%,7%
CCn1c(=O)cc(OCC(=O)Nc2ccccc2Cl)c2ccccc21,-7%,5%,1%,-2,1%[59 µM],7%,-17%,-20%,38%
COc1ccccc1N1CCN(S(=O)(=O)c2ccccc2)CC1,?,-2%,-7%,1,-49%[59 µM],-5%,-2%,-3%,27%
CCCn1c(SCC(N)=O)nc2c(c1=O)C1(CCCC1)Cc1ccccc1-2,11%,-11%,7%,6,-33%,-31%,1%,-21%,15%
O=C(NN1C(=O)NC2(CCCCC2)C1=O)c1ccc(Cl)c(Cl)c1,3%,-1%,8%,0,6%[12.7 µM],-16%,1%,-9%,24%
CCc1nnc(NS(=O)(=O)c2ccc(NC(=S)NC(=O)/C=C/c3ccc([N+](=O)[O-])cc3)cc2)s1,17%,?,-1%,6,35µM*,-32%,?,3%,42%[activator]
COC(=O)CCCNC(=O)c1ccc2nc(Cc3ccc(OC)cc3)oc2c1,3%,12%,-1%,3,/,24%,2%,1%,48%[activator]
CSc1nc(Cl)cc(N2CCOCC2)n1,5%,?,2%,5,17%,10%,16%,-10%,28%
Cc1oc(-c2cccc3ccccc23)nc1CN1CCN(c2ncnc3ccccc23)CC1,3%,?,9%,3,45µM*,-11%,-9%,?,?
Cc1c(C#N)c(=O)c(-[n+]2ccccc2)c([S-])n1-c1ccc(Cl)cc1,-3%,-17%,20%,-9,?,-37%,?,?,42%[activator]
O=C(c1cccs1)N(C(=O)c1cccs1)c1ccccn1,0%,-1%,/,-5,3%[59 µM],17%,5%[57.4 µM],-12%,26%
CCOC(=O)N1CCN(C(=O)CSc2ccc(Cl)cc2)CC1,10%,0%,20%,4,-22%,18%,476%[activator],-8%,21%
COc1ccc(OC)c(NC(=O)Cc2nn(C)c(=O)c3ccccc23)c1,-15%,-4%,1%,4,20%[59 µM],-12%,0%,3%,26%
O=C(Nc1ccccc1-c1ccccc1)C(c1ccccc1)c1ccccc1,17%,-4%,-27%,-1,6%[59 µM],6%,-1%,-11%,33%
Cc1c(C(=O)N2CCN(c3cccc(Cl)c3)CC2)cccc1[N+](=O)[O-],3%,?,11%,0,?,-32%[11.4 µM],-12%,?,-21%
O=C(CCc1nnc(CCC2CCCCC2)o1)NCc1ccon1,2%,5%,-2%,-2,-7%,-10%,-11%,0%,31%
Oc1c(Cl)cc(Cl)cc1/C=N/c1ncn[nH]1,?,-21%,-2%,-3,?,-3%,?,-15%,22%
O=C(c1cccc(N2C(=O)c3ccccc3C2=O)c1)N1CCCC(C(F)(F)F)C1 (stereo not drawn),7%,-6%,1%,-3,0%,23%,-25%,-10%,25%
CCO[C@H]1OC(C(=O)NC2CC2)=C[C@@H](c2ccc3c(c2)OCO3)[C@@H]1CCCO,5%,13%,4%,-1,32%[12.7 µM],6%,-18%,-14%,20%
O=C(NCc1ccccn1)c1ccc(Cl)cc1Cl,-10%,2%,2%,8,-2%[12.7 µM],-5%,10%,-17%,8%
COCCCN(C(=O)c1ccco1)c1nc(-c2ccc(OC)cc2)cs1,-6%,-30%,-2%,1,?,?,-1%,-9%,-17%
Cc1ccc(S(=O)(=O)N2CCC[C@H]2C(=O)OCC(=O)N2c3ccccc3NC(=O)C2(C)C)cc1,-1%,/,15%,-1,/,-7%,210%[activator],-19%,17%
CCOC(=O)c1ccc(NC(=O)CSc2nnc(CNc3ccc(C)cc3)n2C)cc1,14%,13%,4%,0,-2%[59 µM],-21%,0%[57.4 µM],-19%,58%[activator]
CC1(C)CC(=O)C2=C(C1)OC(c1cccs1)C(C#N)=C2N (stereo not drawn),1%,9%,/,0,25%[12.7 µM],-1%,1%,-3%,31%[activator]
COc1ccc(NC(=O)c2oc3ccccc3c2NC(=O)C2CC2)cc1OC,0%,-30%,6%,4,/,1%,?,-26%,6%
CC(C)c1nc2c(c(=O)n(C)c(=O)n2C)n1C,-11%,-10%,-5%,4,41%[activator][12.7 µM],18%,14%,-12%,16%
Cc1ccc(S(=O)(=O)N2CCN(c3nn(C)c(=O)n(C)c3=O)CC2)cc1C,2%,6%,-4%,-21,-9%[12.7 µM],-8%,295%[activator],-8%,22%
